TAAR1 antagonist: human TAAR1 antagonists, primary screen, Fluo-8 calcium fluorescence, CHO RD-HGA16 cells; 360,000 tested, 1.5% active; Trace amine-associated receptor 1 (Homo sapiens), Q96RJ0; inhibition, % at 3 µM; AID 624466, 2012; antagonist;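 active = inhibition above a per-plate cutoff, the mean inhibition of test compounds on that plate plus 3 SD, cut at about 49% in these data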;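 also: 0% = DMSO plus EC80 beta-PEA response and 100% = DMSO alone without agonist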
Target sequence (Q96RJ0 whole entry, looked up): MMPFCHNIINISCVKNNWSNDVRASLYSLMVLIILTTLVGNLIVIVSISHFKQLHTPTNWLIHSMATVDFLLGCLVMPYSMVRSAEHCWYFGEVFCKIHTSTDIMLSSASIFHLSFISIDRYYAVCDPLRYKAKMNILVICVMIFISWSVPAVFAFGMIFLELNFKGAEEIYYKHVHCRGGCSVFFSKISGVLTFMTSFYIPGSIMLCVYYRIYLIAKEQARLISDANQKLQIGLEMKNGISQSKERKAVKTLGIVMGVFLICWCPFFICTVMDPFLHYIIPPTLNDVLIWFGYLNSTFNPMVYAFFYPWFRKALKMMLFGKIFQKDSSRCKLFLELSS
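Test system: RD-HGA16 CHO cells with stable hTAAR1 and Gα16 / Probe or stimulus: EC80 β-phenethylamine stimulus / Times: seeding 17-24 h prior, 75-min 37 °C, 30-min RT dye loading / Detection: Fluo-8 calcium-sensitive fluorescence / Read-out basis: % inhibition scaled between DMSO and EC80 PEA controls / Repeats: singlicate, one well per test compound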
OXTR ag: human OXTR agonists, primary screen, fluorescence, CHO-OTR cells, Fluo-8 calcium; Oxytocin receptor (Homo sapiens), P30559; Fluo-8 calcium fluorescence; normalized: DMSO 0%, oxytocin 100%; activation, % at 3 µM; 320,000 tested, 0.32% active; AID 2435, 2010;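 active = activation above the mean of all tested compounds plus 3 SD, cutoff set per screening run, cut at about 20% in these data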;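 also: peak over basal fluorescence ratio from a 100 s FLIPR kinetic read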
V1R ag counter: agonists of human V1a receptor, primary screen, counter-screen for OXTR agonist project, fluorescence, CHO-V1R cells; activation, % at 3 µM; 320,000 tested, 0.25% active; Fluo-8 calcium fluorescence, agonist mode; 0% DMSO, 100% 3 nM vasopressin; Vasopressin V1a receptor (Homo sapiens), P37288; AID 2797, 2010;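 active = activation above the mean activation of all tested compounds plus 3 SD, per screening run, cut at about 20% in these data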;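 also: signal is peak over basal fluorescence ratio across a 100 second FLIPR read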
Target sequence (P37288 whole entry, looked up): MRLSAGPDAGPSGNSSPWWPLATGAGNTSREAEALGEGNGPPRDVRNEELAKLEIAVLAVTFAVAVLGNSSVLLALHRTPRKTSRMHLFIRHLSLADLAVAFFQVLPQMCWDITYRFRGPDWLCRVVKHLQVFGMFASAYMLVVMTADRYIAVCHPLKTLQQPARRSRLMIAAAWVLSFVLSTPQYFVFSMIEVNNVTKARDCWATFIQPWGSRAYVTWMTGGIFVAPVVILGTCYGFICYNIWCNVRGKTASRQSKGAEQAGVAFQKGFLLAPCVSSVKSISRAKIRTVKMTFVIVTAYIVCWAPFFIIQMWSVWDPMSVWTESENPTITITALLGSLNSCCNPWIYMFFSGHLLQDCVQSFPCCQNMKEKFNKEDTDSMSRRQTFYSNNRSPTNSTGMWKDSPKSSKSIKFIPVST
TAAR1 agonist: human TAAR1 agonists, primary screen, Fluo-8 calcium fluorescence, CHO RD-HGA16 cells. Trace amine-associated receptor 1 (Homo sapiens), Q96RJ0. vehicle wells 0%, saturating PEA agonist 100%. activation, % at 3 µM. 360,000 tested, 0.99% active;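 active = activation above the mean activation of all test compounds in the run plus 3 SD, cut at about 38% in these data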
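Test system: RD-HGA16 (CHO) cells co-expressing Gα16 and hTAAR1 | Doses: Single dose, 3 µM | Schedule: 17-24 h seeding, 75 min 37 °C dye, 30 min RT | Evaluation: % activation from peak over basal fluorescence ratio, DMSO-to-PEA scaled | Technique: Kinetic Fluo-8 calcium fluorescence | Benchmarks: Low control DMSO, high control PEA (EC100)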
OXTR potentiate: human OXTR potentiators, primary screen, fluorescence, CHO-OTR cells, Fluo-8 calcium. Fluo-8 calcium fluorescence, potentiator mode; 0% = oxytocin EC15, 100% = EC100. 320,000 tested, 0.061% active. Oxytocin receptor (Homo sapiens), P30559. activation, % at 3 µM. AID 2445, 2010;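 active = activation above that plate's cutoff, the mean activation of tested compounds plus 3 SD, cut at about 6.6% in these data, passing the limit was not always enough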;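 also: 100% uses oxytocin at 75 nM as the full agonist control; some results filed as inactive read as strong as hits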
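Dosing: Single dose, 3.0 µM nominal final compound concentration | Material: Human OTR in CHO cells | Technique: Kinetic Fluo-8 calcium fluorescence | Benchmarks: EC15 oxytocin alone as 0%, 75 nM oxytocin as 100% | Probe or stimulus: Oxytocin at about EC15, sub-maximal agonist stimulus | Incubation: Compound 6 min at room temperature before oxytocin, 100 s read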
M1 ag: human M1 muscarinic receptor agonists, primary screen, Fluo-8 calcium fluorescence, CHO-K1 cells, HTS. Muscarinic acetylcholine receptor M1 (Homo sapiens), P11229. CHO-K1 hM1, agonist mode; 0% DMSO, 100% acetylcholine EC100. activation, % at 3 µM. 360,000 tested, 0.33% active;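 active = activation above the run's mean compound activation plus 3 SD, cut at about 16% in these data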;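 also: peak over basal fluorescence ratio within a 140 s kinetic read after compound addition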
CHO parental Ca: ATP-evoked calcium signal inhibitors, parental CHO, primary screen, counter-screen for OX1R antagonist project, cell-based, fluorescence, Fluo-8 calcium dye; inhibition, % at 5.6 µM; 330,000 tested, 0.63% active; parental CHO-K1, ATP-induced calcium, Fluo-8 fluorescence;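 active = inhibition above that plate's mean sample inhibition plus 3 SD, cut at about 26% in these data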;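 also: 0% = ATP-challenged DMSO wells and 100% = DMSO wells without ATP; some compounds past the cut are filed as inactive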
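Measured by: calcium-sensitive Fluo-8 fluorescence / Test system: CHO parental line / Controls: ATP-challenged DMSO wells low, unchallenged DMSO wells high / Measure: % inhibition / Compound: single nominal dose of 5.6 µM per compound / Replicates: single well per compound, no replicates / Reagent: ATP as calcium-mobilizing challenge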
M1 antag: human M1 muscarinic receptor antagonists, primary screen, CHO-K1 cells, Fluo-8 calcium fluorescence, 1536-well. Muscarinic acetylcholine receptor M1 (Homo sapiens), P11229. CHO-K1 hM1, ACh EC80 antagonist. inhibition, % at 3 µM. 360,000 tested, 1.3% active. AID 588852, 2011;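 active = percent inhibition above its own plate's cutoff, namely the mean of that plate's compound wells plus 3 SD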;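 also: peak over basal fluorescence ratio during 140 s after agonist addition; 0% = ACh EC80 plus DMSO and 100% = DMSO alone without agonist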
CHRM1 PAM: human M1 muscarinic receptor positive allosteric modulators, primary screen, CHO-K1 cells, Fluo-8 calcium fluorescence, 1536-well | activation, % at 3 µM | 360,000 tested, 0.088% active | Muscarinic acetylcholine receptor M1 (Homo sapiens), P11229 | CHO-K1 hM1, ACh EC20; 0% = ACh EC20, 100% = maximal ACh; in the data active = activation above about 19%, passing the limit was not always enough
Starred values were filed as active, the others as inactive; / = no result given. Rows are unselected; any-hit rate near 3.7%.

Structure,TAAR1 antagonist,OXTR ag,V1R ag counter,TAAR1 agonist,OXTR potentiate,M1 ag,CHO parental Ca,M1 antag,CHRM1 PAM
CCOC(=O)c1ccc(N2C(=O)c3n[nH]c(C)c3C2c2cccnc2)cc1 (configuration not stated),-6.9,-0.7,0.0,2.6,1.2,-3.9,-10.1,-2.7,3.8
COc1ccc(C=O)c(OCc2cn(CC(=O)c3ccc(O)cc3)nn2)c1,2.3,/,/,0.7,/,-2.0,/,-10.3,8.7
Cc1ccc(-c2nnn(Cc3nc4ccccc4s3)n2)cc1,-3.4,1.8,5.7,7.9,-7.5,-5.6,-16.1,-5.6,4.6
O=C1c2ccccc2C(=O)N1CCC#Cc1ccc2cc(CCO)oc(=O)c2c1,72.0*,11.3,7.4,20.1,-9.8,-1.3,1.4,26.5,-24.4
O=C(NN=C1CCCC1)c1ccc(O)cc1,-5.5,-0.2,-0.4,6.3,-4.9,-1.5,-2.5,-5.8,2.0
O=C(O)/C=C/C(=O)Nc1ccc(OC(F)F)cc1,16.5,0.1,0.1,8.9,-8.4,-2.9,-1.6,-9.6,8.2
COc1ccc(C2/C(=C(\O)c3ccc4c(c3)OCCO4)C(=O)C(=O)N2CCCN(C)C)cc1 (configuration not stated),2.2,-0.4,-0.5,2.9,-3.5,-2.8,-4.0,5.9,-2.4
CC1(c2ccccc2)CC(C)(C)N(C(=O)CSc2nnc(N)s2)c2ccccc21 (configuration not stated),-6.5,-2.5,-0.1,11.3,4.7,3.1,-17.7,-2.1,5.1
CC1CCCC(N2CCN(C(=O)c3ccc(F)cc3)CC2)C1 (configuration not stated),-9.3,0.6,1.2,1.7,-5.5,-12.9,-2.0,8.1,-6.5
CCOc1[nH]n(-c2ccc(Cl)cc2)c(=O)c1C=Nc1ccc(OC)cc1,-7.9,-0.4,1.7,7.1,-10.2,1.8,-4.1,3.8,5.7
COc1ccc(C2CC2C(C)=O)cc1 (configuration not stated),10.2,-0.2,-0.9,3.5,-6.2,-3.3,-3.6,-6.1,9.4
CCC(=O)c1ccc(OCC(O)CN2CCN(c3ccc(F)cc3)CC2)cc1 (configuration not stated),-2.1,-0.1,-0.9,0.6,-1.8,-6.3,-7.4,-8.0,8.4
O=C(CN1CCCC1)Nc1ccc(Cl)cc1C(F)(F)F,9.5,0.2,-1.3,1.1,-5.8,-2.5,12.1,-3.9,6.1
CC(=O)c1ccc(-n2nncc2-c2ccc([N+](=O)[O-])cc2)cc1,-1.6,0.3,0.3,-0.7,-18.4,-2.4,-17.9,-7.3,13.2
O=C(Nc1ncc2c(n1)-c1ccccc1OC2)c1ccc(F)cc1,-18.8,-3.0,-1.6,0.0,-12.1,-4.9,-30.4,-2.9,2.3
COc1ccc(C(=O)c2ccc(N(C)C)cc2)c2ccccc12,13.4,-0.8,-0.2,12.8,-7.2,-4.7,32.8*,-5.0,-0.5
O=C(Cc1ccc(S(=O)(=O)N2CCCC2)s1)Nc1nc2c(s1)CCCC2,-16.2,1.1,1.8,7.2,-13.9,-2.1,-3.5,5.2,3.0
COCCNC(=O)c1ccccc1NC(=O)C1COc2ccccc2O1 (configuration not stated),15.8,-1.0,0.7,4.9,-8.4,-2.7,-7.5,-3.4,4.6
CN1CCN(C(=O)c2ccc(-c3cnc4cccnn34)cc2)CC1,-15.1,/,/,2.5,/,-0.6,/,-0.8,-2.9
CCOc1ccc(-c2nc(C#N)c(N3CCN(Cc4ccccc4)CC3)o2)cc1,-16.6,-1.8,0.1,-1.6,-6.3,-3.6,-0.9,-6.8,5.9
Cc1ccc2c(=O)n3c(nc2c1)C(Cc1ccccc1)NC(=O)c1cccnc1-3 (configuration not stated),-11.4,/,/,1.5,/,-0.5,/,9.1,-10.9
CCN(CC)c1ccc(S(=O)(=O)N2CCOCC2)cc1NC(=O)CSc1cccc[n+]1[O-],-10.1,0.2,0.0,1.3,-7.5,-5.9,-9.3,-9.4,4.3
COc1ccccc1CNC(=O)COC(=O)CC1CC2CCC1C2 (configuration not stated),-18.2,-2.7,0.0,4.7,-1.3,-7.3,2.6,-2.5,0.2
CCOCCCN1CN(Cc2ccco2)CNC1=S,6.0,1.1,7.2,9.7,2.5,-3.0,-3.5,-6.2,7.5

Retrieved one by one from above:
Structure,TAAR1 antagonist,OXTR ag,V1R ag counter,TAAR1 agonist,OXTR potentiate,M1 ag,CHO parental Ca,M1 antag,CHRM1 PAM
CCOc1[nH]n(-c2ccc(Cl)cc2)c(=O)c1C=Nc1ccc(OC)cc1,-7.9,-0.4,1.7,7.1,-10.2,1.8,-4.1,3.8,5.7
CC1CCCC(N2CCN(C(=O)c3ccc(F)cc3)CC2)C1 (configuration not stated),-9.3,0.6,1.2,1.7,-5.5,-12.9,-2.0,8.1,-6.5

(more compounds)
Structure,TAAR1 antagonist,OXTR ag,V1R ag counter,TAAR1 agonist,OXTR potentiate,M1 ag,CHO parental Ca,M1 antag,CHRM1 PAM
COC(=O)C(O)(CC(=O)Nc1ccccc1OC)C(F)(F)F (configuration not stated),6.9,-0.2,1.1,2.0,-9.1,-2.9,1.5,-4.0,4.4
Cc1cc(-c2ccccc2)nc(SCC(=O)c2cccc([N+](=O)[O-])c2)n1,30.2,0.9,0.7,2.9,-6.1,-6.3,-4.1,-10.7,-6.3
Cc1cc(NC(=O)COC(=O)c2c(C)c(C)c(C)c(C)c2C)no1,-1.5,3.3,0.8,9.0,-10.6,-2.1,1.6,-8.9,4.7
CC1CCC(NC(=O)CCn2ccc3cc(S(=O)(=O)N4CCCC4)ccc32)CC1 (configuration not stated),-6.2,-1.5,0.5,2.8,-9.4,-3.8,-20.0,-10.1,5.5
[N-]=[N+]=NC[C@H](Cc1ccccc1)N1CC[C@@H](OCc2ccccc2)CCC1=O,4.6,2.4,1.7,4.0,-2.1,-7.8,-15.8,-4.2,3.1
O=[N+]([O-])c1ccc(N/N=C/c2ccccc2)cc1,61.6*,-0.6,0.9,7.4,-13.5,-4.7,8.1,19.0,-12.1
Cc1ccc(NC(=O)c2ccc(S(=O)(=O)C(F)F)cc2)c(C)c1,2.7,0.2,2.9,6.4,-4.2,-1.8,-3.9,10.2,-4.2
N/C(Cc1ccccc1Sc1ccccc1)=N\O,-9.9,2.4,1.3,1.1,4.2,-0.7,-2.5,1.9,-2.0
CCOc1ccc(NC(=O)c2ccc3c(c2)N(Cc2ccc(F)cc2)C(=O)CS3=O)cc1 (configuration not stated),-1.8,-0.6,-0.8,0.8,12.4*,-6.8,-10.4,-4.2,8.0
COc1ccccc1N1CCN(/N=C/C=C\c2ccccc2[N+](=O)[O-])CC1,22.1,-1.9,-1.3,6.2,-7.4,-3.1,-21.4,-1.3,0.6
CCCc1cc(=O)oc2c3c(cc(OCC(=O)NCc4ccncc4)c12)OC(C)(C)CC3,48.9*,-0.6,-0.6,2.4,-8.8,-4.5,-21.4,-0.1,-2.8
Cc1ccc(S(=O)(=O)Nc2cc(C(=O)Nc3cc(C)cc(C)c3)ccc2Cl)cc1,30.2,-1.5,0.4,9.1,-9.6,-4.5,-12.3,8.3,-7.4
CC(C)CCNC(=O)c1cc(S(=O)(=O)N2CCc3ccccc32)cn1C,-4.1,-1.1,1.5,-1.0,-7.3,-2.4,-21.1,5.1,-5.6
CCCCN(C=O)c1c(CC)nc2ccc(C(=O)N(C)Cc3ccccc3)cn12,-42.1,/,/,4.0,/,-5.7,/,-12.0,5.9
C/C(=N\NC(=O)c1cc(C)nc2ccc(C)cc12)c1ccncc1,-22.1,/,/,3.5,/,-5.1,/,10.3,-9.3
Clc1ccc(/C=N/NC(=Nc2ccccc2)c2ccccn2)c(Cl)c1,-43.3,-2.7,-0.7,4.8,-8.4,-4.8,-24.0,-3.1,4.9
COc1ccc(NC(=S)N(CCCN2CCOCC2)Cc2cn(C)c3ccccc23)cc1,5.2,-0.1,1.3,1.7,-13.0,-7.7,1.2,-16.1,11.2
CC(C)(C)CC(=O)Nc1cc2c3c(c1)CCC(=O)N3CCC2,-19.8,-0.3,0.5,0.5,-2.9,-0.9,-13.8,-13.3,9.8
CCc1ccc(-n2c(SCC(=O)N3CCC(C(=O)O)CC3)nnc2-c2ccncc2)cc1,-1.1,0.6,0.1,0.2,-2.4,-5.7,-4.2,-4.3,2.3
COc1ccc(NS(=O)(=O)c2cccc(C(=O)NCCc3ccc(S(N)(=O)=O)cc3)c2)cc1,11.2,0.4,1.3,7.8,-1.0,-5.1,-16.5,-3.1,5.4
CC(Oc1ccc(Cl)cc1)C(=O)Nc1ccc(S(=O)(=O)Nc2nccs2)cc1 (configuration not stated),21.7,6.3,8.8,32.7,-7.2,15.9,7.0,-2.4,19.2
O=C(C=Cc1ccccc1O)c1ccccc1O,12.9,/,/,3.7,/,-1.6,/,4.3,-2.2
Cc1cc(C)c(S(=O)(=O)Nc2cccc(C(=O)O)c2)cc1S(=O)(=O)Nc1cccc(C(=O)O)c1,-7.4,0.4,0.8,1.5,-1.5,-1.1,2.4,-5.4,3.3
O=C(CCN1CCN(C/C=C/c2ccccc2)CC1)Nc1ccccc1,-8.7,0.1,0.0,0.9,-13.2,-4.6,-22.8,7.1,-3.6
CCOC(=O)N1CCN(C(=O)c2ccc(OC)cc2)CC1,7.7,0.0,1.3,2.4,7.0,-5.3,-0.9,-14.4,5.6
C#Cc1ccc(NC(=O)C2(C)CCN2C(=O)C/C=C/c2ccccc2)cc1 (configuration not stated),-13.1,/,/,1.0,/,-5.7,/,-7.5,-3.0

Screening results (PubChem BioAssay)
